IkB sig inh: IkB Signaling. ABC-DLBCL IkBa-CBG/CBR dual luciferase ratio, 4 h; response scale: scaled: untreated 0%, proteasome inhibitor 100%. Potency, µM (series often up to 57.1 µM), for inactives: at the top dose IkBa stabilization activation. 110,000 tested, 0.04% active. AID 445, 2006; active = well fitted curve in the direction sought with a large enough effect in the signal ratio, not every such curve was filed as active; inconclusive = small, poorly fitted or top-dose-only effect, or a change in a side signal; the % refers to the signal ratio;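 also: the direction sought is a rising ratio; 0% = basal untreated cells and 100% = reference inhibitor full response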
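Luminescence ratio of IκBα-fused green versus native red beetle luciferase in OCI-Ly3 cells, 4 h post-doxycycline with compound; red signal alone, scaled from basal (0%) to zero light (-100%), flagged nonspecific or cytotoxic effects.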
p53ts 39C tox: qHTS Screen for Compounds that Selectively Target Cancer Cells with p53 Mutations: Cytotoxicity of p53ts Cells at the Nonpermissive Temperature; 130,000 tested, 1.5% active; Potency, µM (highest dose often 46.1 µM), without a hit: at the top dose activity change, negative = cell killing, most hits filed as cytotoxic; H1299-p53A138V viability at 39C, ATP luminescence, 24 h; AID 902, 2007; also: nearly all actives have a fitted effect of over 55% in size
Imprint erasure: qHTS Assay for Compounds that Induce Erasure of Genomic Imprints; mouse ES Peg3-LacZ reporter, beta-gal luminescence, 40 h; Potency, µM (highest dose often 60.7 µM), inactives show at the highest dose activity change, positive = activation, actives largely listed as activators; 110,000 tested, 0.02% active; AID 1948, 2009;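 also: 0% = negative control wells on the plate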
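Each well holds 300 Peg3LacZ-Neo (maternal) female ES cells incubated 40 h at 37C, 5% CO2. LacZ is measured by BetaGlo luminescence, with AC50 and maximum efficacy derived from dose-response curves.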
p53ts 32C tox: qHTS Screen for Compounds that Selectively Target Cancer Cells with p53 Mutations: Cytotoxicity of p53ts Cells at the Permissive Temperature; H1299-p53A138V at 32C, ATP luminescence viability, 24 h; Potency, µM (titrated, usually from 46.1 µM), for the others: at the top dose activity change, negative = cytotoxicity, actives largely listed as cytotoxic; 130,000 tested, 0.93% active; AID 924, 2007;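 also: 0% = DMSO and -100% = full killing by reference compound; nearly all actives have a fitted effect of over 55% in size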
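ATP-content luminescence (ATPlite) read-out after 24 h compound exposure at 32C in H1299-p53A138V cells (600/well). Tested up to 46 uM. Normalized to DMSO (0%) and 100 uM tamoxifen (100% killing); Hill-fit AC50.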
Numbers without * were called inactive; ? = inconclusive; nt = not tested or not shown; & = joins results of further samples; [ ] = another dose, or the depositor's remark. Unless noted, calls follow the shape of the dose curve; as a rule, active = well fitted curve in the direction sought with a large enough effect; inconclusive = small, poorly fitted or top-dose-only effect, or another doubt; inactive = no such curve, though single readings can be large; an effect the other way counts as inactive or inconclusive. Unless noted, % is scaled to controls: 0 for no effect and ±100 for the full control effect; potency is read from the fitted curve at half-maximal effect.

Structure,IkB sig inh,p53ts 39C tox,Imprint erasure,p53ts 32C tox
CCN(CC)c1ccc(C2C(C(=O)Nc3ccccn3)=C(C)NC3=C2C(=O)CC(C)(C)C3)cc1 (stereo unspecified),4.6%,11%,-8%,9%
Cc1ccc(-n2c(SCC(=O)Nc3nccs3)nc3c(c2=O)SCC3)cc1,-0.3%,-10%,-10%,3%
CO[C@H]1COC(=O)CCC[C@@H](C)[C@H](OC)COC(=O)[C@@H](C)NC(=O)C/C=C\[C@@H]1C,nt,5%[9.22 µM],nt,10%[9.22 µM]
Cc1nn(-c2ccccc2)c2c1C(c1ccncc1)C(C#N)=C(N)O2 (stereo unspecified),nt,-3%,nt,-1%
COc1ccccc1NC(=O)N1CCN(c2nnc(C)c3c(C)n(-c4ccccc4)nc23)CC1,-2.4%,-1%,-16%[10.9 µM],1%
N#CC1=C(SCc2ccccc2)NC(=O)CC1c1cccc(O)c1 (stereo unspecified),1.6%,4%,5%,0%
COC(=O)c1cc(OC)c(OC)cc1NC(=O)c1cc(C)on1,0.6%,10%,3%,4%
CCOc1cc(CNC(=O)Cn2c(=O)c3cccn3c3ccc(F)cc32)cc(OCC)c1OCC,-1.2%,-18%,-13%[10.9 µM],-6%
Cn1cccc1/C=C1\SC(=O)N(c2ccccc2)C1=O,nt,-9%,nt,5%
COc1cc(NC(=O)Cn2nnc(-c3ccncc3)n2)cc(OC)c1,0.7%,-8%,-8%,0%
O=C(NCc1ccco1)c1nc2ccccc2s1,2.6%,-1%,-7%,12%
CNC(=O)N(c1ccccc1)c1ccccc1,1.6%&1.4%,2%&13%,-6%&0%,7%
CCOc1cc(C2CC(=O)Nc3nc(SCc4ccccc4)[nH]c(=O)c32)ccc1O (stereo unspecified),-0.2%,9%,3%[10.9 µM],?
CC1(C)CC(=O)C(C=NCCc2ccc(O)cc2)=C(O)C1,4.1%,-1%,0%,0%
CCn1nnc(NC(=O)c2cccc(-c3cc4ccccc4oc3=O)c2)n1,?,4%,15%,9%
CCCOc1ccc(C(=O)Nc2ccc(N3CCN(C(C)=O)CC3)cc2)cc1,-1.3%,7%,-3%,-4%
CCN(CC)C(=O)COc1cc(C)c(Cl)c(C)c1,nt,2%,nt,-7%
COC(=O)Cn1c(C)c(C(C)=O)c(C(C)=O)c1C,-3.5%,5%,1%,2%
COc1c(C)cc(Br)cc1C(=O)Nc1ccc(N2CCN(S(C)(=O)=O)CC2)cc1,2.0%,21%,?,4%
C=C(C)c1cccc(C(C)(C)NC(=O)N2CC(C)OC(C)C2)c1 (stereo unspecified),-0.5%,7%,-9%,-5%
N#Cc1cccc(-c2cn(S(=O)(=O)c3ccc(Cl)cc3)nc2N)c1,5.1%,8%,3%,-4%
Cc1c(Cl)cccc1NC(=O)c1oc2ccc(S(=O)(=O)N3CCC4(CC3)OCCO4)cc2c1C,?,-14%,-26%[10.9 µM],12%
CC(=O)N1CCc2cc(Br)cc(S(=O)(=O)NCC3CCCO3)c21 (stereo unspecified),-0.8%,-1%,9%,9%
Cc1c(NC(=O)c2ccc(Br)o2)cccc1-c1nc2ccccc2o1,?,9%,-8%[10.9 µM],-2%
O=C(Nc1ccc(N2CCN(C(=O)c3ccco3)CC2)c(Cl)c1)c1c(F)c(F)c(F)c(F)c1F,?,28%,-8%,9%
Cc1ccc(C)c(N2CCN(C(=O)c3cc4ccccn4n3)CC2)c1,5.6%,13%,-17%,11%
CCOC(=O)c1ccc(Nc2nc(C(=O)OCC)nc3ccccc23)cc1,?,-24%,-17%[10.9 µM],2%
CCOC(=O)C1CCN(c2nc(-c3ccc(Br)cc3)nc3ccccc23)CC1,?,-13%,-18%[10.9 µM],-6%
CCOC(=O)c1[nH]c(C)c(C(=O)N2CCc3ccccc32)c1C,5.5%,-26%,-20%,15%
C(=N\c1nc2ccccc2n1CCN1CCCCC1)/c1cccs1,-4.0%,9%,-7%,2%
O=c1cc(C(F)F)oc2c1ccc1ccccc12,-3.9%,4%,-7%,5%
CCOC(=O)c1sc2ccccc2c1S(=O)(=O)Nc1ccc(C(C)=O)cc1,0.6%,-19%,21%[10.9 µM],2%
Cc1ccc(CNC(=O)c2ccc(-c3nc(CS(=O)(=O)c4ccc(C)cc4)c(C)o3)cc2)cc1,-1.9%,-19%,4%[10.9 µM],2%
CCCCn1c(SCc2ccccc2C)nc2ccsc2c1=O,-2.1%,-12%,-13%[10.9 µM],9%
CN1CCN(CCCNC(=O)Nc2cccc3ccccc23)CC1,-0.5%,7%,-2%,-2%
NC(=O)c1csc(-c2ccc(CO)o2)n1,0.6%[11.4 µM],8%[9.22 µM],-4%[10.9 µM],3%[9.22 µM]
COC(=O)c1cccc(C(=O)Nc2ccc(C)cc2Br)n1,-1.8%,0%,-19%,-19%
CN(C)c1nc2ccc(OCCN3CCCCC3)cc2s1,-1.3%,0%,-51%[inhibitor],-4%
CCSc1nc(-c2ccccc2F)nc2c1Cc1c(CO)cnc(C)c1O2,-1.4%,16%,-10%[10.9 µM],1%
COC(=O)C(Cc1c[nH]c2ccccc12)NC(=O)COc1ccc(Cl)cc1Cl (stereo unspecified),?,?,-4%[10.9 µM],-3%
COc1ccc(O)c(C(=O)c2cnc3nc4ccccc4n3c2)c1,nt,-9%,nt,-13%
COc1cc(NC(=O)N2CCc3c(sc4c3CCCC4)C2c2ccccc2)cc(OC)c1OC (stereo unspecified),?,-23%,-7%[10.9 µM],3%
Cc1ccc(N(CC(=O)N2CCN(c3cccc(C)c3C)CC2)S(=O)(=O)c2c(C)nn(C)c2C)cc1,0.5%,?,-12%[10.9 µM],40%[activator]
C=CCNC(=O)/C(C#N)=C\c1cc(Cl)c(OCC)c(OC)c1,nt,-7%,nt,12%
N#CC1=C(N)N2C(=C(C#N)C1c1cccc(Br)c1)Nc1ccccc12 (stereo unspecified),nt,-7%,nt,-12%
CCOC(=O)c1cc(CC)sc1NC(=O)COC,-1.2%,11%,-20%,-3%
COc1ccc(-c2nc3sc(CCNC(=O)c4ccccc4C)c(C)n3n2)cc1,?,-28%,-10%[10.9 µM],0%
O=S(=O)(c1ccccc1)n1nc(-c2ccc(Cl)cc2)nc1NCc1ccccc1,-2.7%,-16%,-8%[10.9 µM],12%
CCc1ccc(CN2CCc3nc(N4CCN(CC)CC4)ncc3C2)cc1,-1.5%,-21%,-18%[10.9 µM],-6%
CCOc1ccc(NC(=O)CSc2n[nH]c(=O)n2-c2ccccc2)cc1,1.2%,10%,-6%,7%
COc1ccc(NS(=O)(=O)c2cccc(C(=O)O)c2)cc1,0.7%,-9%,-4%,5%
COc1cc(NC(=O)C(NS(=O)(=O)c2ccc3c(c2)CCCC(=O)N3)C(C)C)cc(OC)c1 (stereo unspecified),-0.9%,-10%,-9%[10.9 µM],5%
O=C(c1cccs1)N1CCCc2cc(NS(=O)(=O)c3ccc(F)cc3)ccc21,?,24%,?,23%
CC(=O)N1c2ccccc2C(=O)C1N1CCN(c2ccc(Cl)cc2)CC1 (stereo unspecified),?,-5%,5%[10.9 µM],3%
COc1ccc(NC(C)=O)cc1NC(=O)CN1CCN(CC(=O)Nc2ccc(Cl)cc2)CC1,1.3%,-11%,-16%,-2%
CCCN(C(=O)Cn1cnc2sc(C)c(S(=O)(=O)N3CCN(c4ncccn4)CC3)c2c1=O)c1cccc(C)c1,-2.7%,0%,-1%[10.9 µM],5%
CCc1[nH]nc2c1C(c1cccnc1)C(C#N)=C(N)O2 (stereo unspecified),2.3%,14%,-2%,8%
Cc1occc1-c1nnc(SCC(=O)N2CCOCC2)n1Cc1ccco1,-0.5%,3%,-8%,-1%
COc1ccccc1OCc1nc(Cc2ccc(Cl)cc2)no1,-0.2%,-1%,-13%,-2%
Cc1ccc(S(=O)(=O)Cc2ccc(C(=O)N3CCN(Cc4ccccc4)CC3)o2)cc1,-1.7%,3%,-19%,10%

Random excerpt: 7 records from the list, in no set order.
Structure,IkB sig inh,p53ts 39C tox,Imprint erasure,p53ts 32C tox
COC(=O)C(Cc1c[nH]c2ccccc12)NC(=O)COc1ccc(Cl)cc1Cl (stereo unspecified),?,?,-4%[10.9 µM],-3%
COc1ccccc1OCc1nc(Cc2ccc(Cl)cc2)no1,-0.2%,-1%,-13%,-2%
COc1ccc(O)c(C(=O)c2cnc3nc4ccccc4n3c2)c1,nt,-9%,nt,-13%
N#CC1=C(N)N2C(=C(C#N)C1c1cccc(Br)c1)Nc1ccccc12 (stereo unspecified),nt,-7%,nt,-12%
Cc1occc1-c1nnc(SCC(=O)N2CCOCC2)n1Cc1ccco1,-0.5%,3%,-8%,-1%
C=CCNC(=O)/C(C#N)=C\c1cc(Cl)c(OCC)c(OC)c1,nt,-7%,nt,12%
CCCN(C(=O)Cn1cnc2sc(C)c(S(=O)(=O)N3CCN(c4ncccn4)CC3)c2c1=O)c1cccc(C)c1,-2.7%,0%,-1%[10.9 µM],5%

The listing picks up, starting two compounds before the break.
Structure,IkB sig inh,p53ts 39C tox,Imprint erasure,p53ts 32C tox
COc1ccccc1OCc1nc(Cc2ccc(Cl)cc2)no1,-0.2%,-1%,-13%,-2%
Cc1ccc(S(=O)(=O)Cc2ccc(C(=O)N3CCN(Cc4ccccc4)CC3)o2)cc1,-1.7%,3%,-19%,10%
CC(=O)c1c(N)n(C)c(=O)n(C)c1=O,0.3%,9%,-1%,-8%
CC1CCCC(NC(=O)CSc2ncccc2C(=O)O)C1C (stereo unspecified),-2.2%,-1%,-4%,-10%
O=C(Cn1c(=O)[nH]c2ccsc2c1=O)N1CCN(c2ccc(F)cc2)CC1,1.5%,0%,-4%,4%
O=C(CCC(=O)N1CCSc2ccccc21)Nc1ccc(Cl)cc1,-4.7%,?,-12%[10.9 µM],-6%
CCS(=O)(=O)c1nc(S(=O)(=O)c2ccc(C)cc2)c(NCc2ccccc2Cl)s1,1.1%,4%,-13%[10.9 µM],5%
Cc1nnc(SCC(=O)Nc2ccc(S(=O)(=O)N3CCCC3)cc2)n1N,-0.2%,5%,0%,4%
COc1ccc(N(CC(=O)Nc2cccc(C(=O)O)c2)S(=O)(=O)c2c(C)noc2C)cc1,-0.1%,9%,4%,7%
COC(=O)CN(c1cccc(C(C)=O)c1)S(C)(=O)=O,-1.7%,-6%,-12%,3%
O=C(Nc1cccc(-c2nc3cc(Cl)ccc3o2)c1)C1CCCO1 (stereo unspecified),?,-19%,-19%,-22%
Cc1c(Cl)cccc1NC(=O)c1cc(-c2cccs2)on1,56%,-9%,-2%[10.9 µM],-1%
O=C(Nc1ccccc1C(=O)NCc1ccccc1)c1ccco1,?,2%,-2%,2%
CC(C)(C)Cc1nc(-c2ccccn2)no1,?,-14%,-19%,-19%
COc1ccccc1N1CCN(S(=O)(=O)CCNC(=O)Cc2ccc(Cl)cc2)CC1,?,-29%,-13%[10.9 µM],9%
COC(=O)c1ccc(NC(=O)CC2C(=O)N(c3cccc(F)c3)C(=O)N2CC(C)C)cc1 (stereo unspecified),?,1%,11%[10.9 µM],-4%
O=C(N1CCCCC1)C1(c2ccccc2)CCOCC1,0.5%,18%,-8%,7%
Cc1ccc2oc(C(=O)Nc3nc(-c4ccc(F)cc4)ns3)c(C)c2c1,-3.5%,-5%,2%[10.9 µM],-7%
Cc1cccc(NC(=O)CSc2nnc3scc(-c4ccccc4)n23)c1,?,-8%,-9%[10.9 µM],-3%
O=C(NCCc1ccccc1Cl)c1ccc(Cn2c(=O)c3cccn3c3cccnc32)cc1,4.6%,?,?,10µM*
COc1ccc(C2=NN(CCC(=O)NCCc3ccccc3)C(=O)CC2)cc1,-1.5%,17%,-11%[10.9 µM],20%
